# From PubChem BioAssay
# TDP1 cell CPT = growth inhibition of DT40 Tdp1-/-;hTDP1 cells with camptothecin (screen for TDP1 inhibitors); Potency, µM (top dose mostly 46.2 µM), inactives show top-dose activity change, negative = growth inhibition, usual class: inhibitors; 420,000 compounds, 12% hits; chicken DT40 Tdp1-/-;hTDP1 cells + 20 nM CPT, ATP luminescence, 48 h; note: nearly all actives have a fitted effect of over 55% in size
#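 Chicken DT40 Tdp1-/- cells complemented with human TDP1, 400 cells/well, exposed to compounds plus 20 nM camptothecin for at least 48 h at 37 C; viability read as ATP content by CellTiter-Glo luminescence.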
# KAT2A inh = inhibitors of human GCN5L2 histone acetyltransferase; Q92830; GCN5L2 HAT assay, ThioGlo1 CoA-SH fluorescence; Potency, µM (highest dose often 58.9 µM), for the others: at the highest dose activity change, negative = inhibition, usual class: inhibitors; 390,000 compounds, 0.21% hits; AID 504327
#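 Fluorescence readout, Ex340nm/Em540nm: ThioGlo1 (50uM final) reacts with free CoA thiol released as 20nM GCN5L2 acetylates H3(1-25) peptide (75uM) using acetyl-CoA (70uM). Compound and enzyme sat 15 min beforehand; 20 min room-temperature reaction.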
# FEN1 inhibitor = human FEN1 inhibition | AID 588795 | Potency, µM (top dose mostly 114 µM), for inactives: top-dose activity change, negative = inhibition, hits mostly inhibitors | 390,000 compounds, 0.35% hits | Recombinant FEN1 flap cleavage, fluorescence, 15 min; note: nearly all actives have a fitted effect of over 65% in size
# Target sequence (P39748 whole entry, looked up): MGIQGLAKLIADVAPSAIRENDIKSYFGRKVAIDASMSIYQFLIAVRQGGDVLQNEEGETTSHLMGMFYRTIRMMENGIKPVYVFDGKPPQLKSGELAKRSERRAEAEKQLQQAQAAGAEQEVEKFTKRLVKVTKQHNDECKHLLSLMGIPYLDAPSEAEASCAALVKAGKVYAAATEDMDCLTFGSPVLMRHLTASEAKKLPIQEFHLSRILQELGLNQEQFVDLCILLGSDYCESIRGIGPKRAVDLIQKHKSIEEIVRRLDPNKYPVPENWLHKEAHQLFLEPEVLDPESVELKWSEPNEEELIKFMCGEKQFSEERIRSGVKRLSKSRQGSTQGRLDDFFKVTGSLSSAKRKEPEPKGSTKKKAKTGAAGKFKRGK
#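 In this screen, 50 nM flap DNA substrate was added to 10 nM FEN1 pretreated with compound for 15 min at room temperature; cleavage was followed with reads at 0 and 15 min, and Hill fitting gave concentration–response parameters.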
# Numbers without * were called inactive; u = inconclusive; x = no result given; & = joins results of further samples; [ ] = remark or other dose. Calls come from the whole dose curve; as a rule, active = well fitted curve in the direction sought with a large enough effect; inconclusive = small, poorly fitted or top-dose-only effect, or another doubt; inactive = no such curve, though single readings can be large; an effect the other way counts as inactive or inconclusive. % is set by controls: 0 for no effect and ±100 for the full control effect; potency is the fitted concentration of half-maximal effect. Some of the compounds tested; count on the stated rates, not on these rows.
# Values in the order – TDP1 cell CPT | KAT2A inh | FEN1 inhibitor
O=C(CS(=O)(=O)c1c[nH]c2ccccc12)N1CCCCCC1
→ 2% | -2% | 6%
COCc1c(C(=O)N/N=C/C2CC=CCC2)nnn1-c1nonc1N (stereo not given)
→ -4% | -3% | -2%
Cc1ccc2c(c1)[C@H]1[C@H](CO2)[C@H](c2ccccc2)[C@]2(C)C(=O)N(Cc3ccco3)CC(=O)N12
→ u | -9% | u
Cc1nc2ccccc2c(=O)n1-c1ccc(NS(=O)(=O)c2ccc(F)cc2F)cc1
→ -12% | 3% | 3%
C=CCOc1c(Br)cc(CNCCCN2CCOCC2)cc1OC
→ -28% | -19% | 28%
Cc1ccc(C(=O)Nc2ccc(Br)cc2)cc1S(=O)(=O)Nc1ccccn1
→ -25% | 20% | -1%
Cc1nn(C2CCS(=O)(=O)C2)c(Cl)c1/C=C/C(=O)OCC(=O)Nc1ccc2c(c1)OCO2 (stereo not given)
→ u | -15% | 2%
CCOC(=O)C1CCN(C(=O)COC(=O)c2nn(C)c(=O)c3ccccc23)CC1
→ 8% | -5% | 1%
CCN1CCN(C(c2nnnn2Cc2ccc3c(c2)OCO3)C(C)C)CC1 (stereo not given)
→ -15% | -5% | -1%
CCOc1ccc(S(=O)(=O)N2CCC(C(=O)NCc3cccnc3)CC2)cc1C
→ -24% | -5% | -4%
CCOC(=O)c1c(C)[nH]c(C)c1S(=O)(=O)N(C)CC(=O)NCc1ccc(C)cc1
→ -3%&-5% | -6%&-2% | -10%&-2%
Cc1ccc(C)c(Cn2c(=O)c3c(nc4n3CCN4Cc3ccco3)n(C)c2=O)c1
→ -8% | -6% | -10%
CCC(C)Sc1nc2c(cnn2-c2ccc(C)c(C)c2)c(=O)[nH]1 (stereo not given)
→ 4% | -2% | -2%
CC(C)NC[C@@H](O)COc1ccccc1-n1cccc1
→ u | -6% | x
O=C(c1cc(=O)c2ccccc2o1)N1CCN(c2ccccc2F)CC1
→ -2% | 0% | 3%
O=S(=O)(c1ccc2ccccc2c1)N1CCNCC1
→ 0% | -11% | 9%
O=C(COc1ccccc1-c1nc(-c2ccccc2)no1)Nc1ccccc1[N+](=O)[O-]
→ 9% | -1% | -21%
Cc1cccc2c1c1ccc3c(c1n2C)C(=O)C=CC3=O
→ 0.46µM* | -19% | u
CCOC(=O)C1=C(C)NC2=C(C(=O)CCC2)C1c1coc2ccccc2c1=O (stereo not given)
→ 3% | -9% | 1%
COc1ccc(/C=C/C(=O)NC(=S)NNC(=O)c2c(-c3ccccc3)noc2C)cc1
→ u | 25% | 10%
CN(C)S(=O)(=O)c1ccc(C(=O)NCc2nnc(SCC(=O)NCc3ccco3)o2)cc1
→ 2% | 3% | -5%
Cc1cc(N2CCN(C(=O)c3ccco3)CC2)c2ccccc2n1
→ -15% | 2% | 13%
CC(C)(C)c1ccc(C(=O)NCCOc2ccccc2F)cc1
→ -17% | 0% | -4%
Cc1nonc1OCCN1CCN(c2ccc([N+](=O)[O-])cc2)CC1
→ u | -19% | 1%
CCOC(=O)C1CCN(c2nc(-c3ccc(C)cc3)nc3ccccc23)CC1
→ 2% | -12% | -1%
CCN(c1cc(C)cc(C)c1)S(=O)(=O)c1nnc(NC(=O)c2cccc(F)c2)s1
→ 12µM* | -7% | 5%
O=C(COC(=O)c1nc(Cl)ccc1Cl)NNC(=O)c1cccs1
→ 1% | -3% | 7%
O=C1C(Oc2ccccc2)C(c2cccs2)N1Cc1ccc2c(c1)OCO2 (stereo not given)
→ -15% | -18% | 0%
CCOc1ccccc1N1CCN(S(=O)(=O)c2ccc(C3CCCCC3)cc2)CC1
→ -25% | 0% | 13%
O=C(CN1c2cccc3cccc(c23)S1(=O)=O)Nc1cccc(S(=O)(=O)N2CCOCC2)c1
→ 6% | -6% | -1%

# The final two records of the part before open the next one:
# Values in the order – TDP1 cell CPT | KAT2A inh | FEN1 inhibitor
CCOc1ccccc1N1CCN(S(=O)(=O)c2ccc(C3CCCCC3)cc2)CC1
→ -25% | 0% | 13%
O=C(CN1c2cccc3cccc(c23)S1(=O)=O)Nc1cccc(S(=O)(=O)N2CCOCC2)c1
→ 6% | -6% | -1%
CSc1ncccc1C(=O)NC(C)CCc1ccccc1 (stereo not given)
→ -8% | -12% | -3%
O=C(O)c1ccc(CSC2CCCCC2)cc1
→ 0% | -4% | 2%
O=C(Nc1ccc(F)cc1)C1CCC(N2C(=O)c3ccccc3C2=O)CC1 (stereo not given)
→ -19% | 2% | -4%
CCS(=O)(=O)N1Cc2ccccc2CC1C(=O)Nc1cccc(OC)c1 (stereo not given)
→ -16% | -18% | 9%
CCOc1ccc(C(c2c(O)cc(C)n(CCOC)c2=O)N2CCN(c3ccccc3F)CC2)cc1 (stereo not given)
→ -18% | -3% | -8%
COC1=C/C(=C/c2c(O)c(C#N)c3ccccn23)C=CC1=O
→ -25% | 4% | -17%
Cc1nc(-c2cccnc2)sc1C(=O)Nc1cccc(C(F)(F)F)c1
→ u | -11% | 4%
CC(Oc1ccccc1)C(=O)Nc1ccc(OCc2cc(=O)n3ccsc3n2)cc1 (stereo not given)
→ u | 3% | -6%
Cc1cccc(C(=O)OCC(=O)NC(=O)Cc2ccccc2)c1O
→ -24% | -4% | -4%
O=C(Nc1cccc(Cl)c1)c1ccncc1
→ -12% | 3% | 5%
O=C(COc1ccccc1[N+](=O)[O-])OC1CCS(=O)(=O)C1 (stereo not given)
→ -1% | -5% | -1%
CN(C)c1ccc(NC(=O)c2ccc(Cn3cc([N+](=O)[O-])cn3)cc2)cc1
→ u | -5% | 1%
N=c1n(Cc2ccc(Cl)cc2)c2ccccc2n1CC(O)c1ccco1 (stereo not given)
→ 7.3µM* | -5% | -1%
Cc1cccc(S(=O)(=O)c2c(N)n(Cc3ccco3)c3nc4ccccc4nc23)c1
→ u | -19% | -23%
Cc1cccc(N2C(N)=NC(N)=NC23CCCCC3)c1
→ 16µM* | -1% | 0%
CNC(=O)CCc1nc(-c2ccc(C(C)(C)C)cc2)no1
→ u | 21% | -4%
Cc1cccc(C(=O)NCCc2nc3ccccc3n2CCC(C)C)c1
→ u | -13% | -23%
CS(=O)(=O)c1ccc(Cl)c(NC(=O)COC(=O)/C=C/c2cnc3ccccc3n2)c1
→ -12% | -2% | 1%
COc1ccc(C2c3c4c(n(C)c3CCN2C)CCN(C)C4c2ccc(OC)cc2)cc1 (stereo not given)
→ u | -2% | 1%
O=C(NCC1CCN(c2ccc(S(=O)(=O)N3CCOCC3)cc2)CC1)c1ccc(Cl)cc1
→ 15µM* | -4%[0.501 µM] | 4%
Cc1cc(C(=O)CN2C(=O)NC3(CCCCC3)C2=O)c(C)n1-c1ccc2c(c1)OCO2
→ u | 1% | 4%
O=c1c(-c2ccc(F)c(F)c2)nc2cncnc2n1Cc1ccccc1
→ u | -5% | x
O=C(NNS(=O)(=O)c1ccc(F)cc1)c1ccc(S(=O)(=O)N2CCCCC2)cc1
→ 2% | 0% | 7%
O=C1N/C(=C/c2ccc(N3CCCC3)cc2)C(=O)N1c1ccccc1
→ u | 0% | 0%
Brc1ccccc1CN1CCC(Cc2ccccc2)CC1
→ u | -1% | 0%
CCn1c(SCC(=O)NCc2ccco2)nc2ccccc2c1=O
→ -4% | u | 15%
O=C(Nc1ccncc1)c1cc(S(=O)(=O)N2CCN(c3ccccc3)CC2)ccc1Cl
→ u | -5% | -19%
COc1ccc(-c2csc3ncnc(N4CCN(c5ccc(OC)cc5)CC4)c23)cc1
→ 23µM* | -11% | -23%
COc1ccc(CCNc2nc(SCc3cccc(Cl)c3)nc3ccccc23)cc1OC
→ u | -1% | 2%
CCOc1ccccc1N(C)S(=O)(=O)c1ccc2[nH]cc(C(=O)N(CCOC)CCOC)c(=O)c2c1
→ 15% | -4% | 1%

# Quoted from the results shown for reference:
# Values in the order – TDP1 cell CPT | KAT2A inh | FEN1 inhibitor
N=c1n(Cc2ccc(Cl)cc2)c2ccccc2n1CC(O)c1ccco1 (stereo not given)
→ 7.3µM* | -5% | -1%
Cc1cccc(S(=O)(=O)c2c(N)n(Cc3ccco3)c3nc4ccccc4nc23)c1
→ u | -19% | -23%
Cc1cccc(N2C(N)=NC(N)=NC23CCCCC3)c1
→ 16µM* | -1% | 0%
CNC(=O)CCc1nc(-c2ccc(C(C)(C)C)cc2)no1
→ u | 21% | -4%
Cc1cccc(C(=O)NCCc2nc3ccccc3n2CCC(C)C)c1
→ u | -13% | -23%

# New compounds follow:
# Values in the order – TDP1 cell CPT | KAT2A inh | FEN1 inhibitor
CC(=O)c1cccc(-n2nnnc2SCC(=O)Nc2cc(C)on2)c1
→ -16% | -6% | -2%
COc1ccccc1NC(=O)c1cc2c(s1)-c1ccccc1S(=O)(=O)C2
→ -12% | -10% | 4%
CCN(C(=O)CSc1nnc(-c2ccc(C)cc2)n1N)c1c(N)n(Cc2ccccc2)c(=O)[nH]c1=O
→ 14% | -4% | -10%
N#CC(C(=O)c1ccccc1Cl)=C1SCCCS1
→ u | -3% | -13%
COCCSc1ccccc1C(=O)Nc1ccc2c(c1)OCCO2
→ -1% | 0% | 9%
CCOC(=O)C1CCN(CC(=O)Nc2cc(C)nn2-c2nc3ccccc3s2)CC1
→ u | x | -5%
COc1ccc(N=C2SC(C(=O)O)CC(=O)N2C)cc1 (stereo not given)
→ -13% | -1% | 1%
CC(Nc1cccc(F)c1)C(=O)Nc1ccc(S(N)(=O)=O)cc1 (stereo not given)
→ 14% | -2% | -10%
O=C(CN1C(=O)CCS(=O)(=O)c2ccccc21)Nc1ccccc1F
→ 1% | 1% | -4%
Cc1cccc(N2CCN(C(=O)CS(=O)(=O)Cc3nc(-c4ccccc4C)oc3C)CC2C)c1 (stereo not given)
→ 15µM* | -13% | -6%
O=C(Cn1c(=O)c2cccn2c2cccnc21)N1CCN(c2ccccc2F)CC1
→ -10% | -1% | -2%
Cc1[nH]n(-c2ccccc2)c(=O)c1CCOC(=O)c1cccc(C(F)(F)F)c1
→ -12% | -5% | 3%
NC(N)=N/N=C/c1ccc(Cl)c([N+](=O)[O-])c1
→ 12µM* | 1% | 0%
CCCNC(=O)C1CCN(Cc2cc3ccccc3n2Cc2ccccc2)CC1
→ u | -7% | -17%
Cc1cc2n(n1)C(c1ccsc1)Nc1ccccc1-2 (stereo not given)
→ u | -13% | -15%
O=C(CCSc1nc2ccccc2s1)N/N=C/c1c(O)ccc2ccccc12
→ 6.5µM* | -1% | -14%
COc1ccc(/C=C(/NC(=O)c2ccccc2)C(=O)NC(Cc2c[nH]c3ccccc23)C(=O)O)cc1 (stereo not given)
→ -20% | 0% | -6%
O=C(NCc1ccco1)c1ccc(NS(=O)(=O)c2cccc([N+](=O)[O-])c2)cc1
→ -14% | -3% | -2%
CC(=O)N1CCC2(CC1)CN(Cc1cc(C(F)(F)F)cc(C(F)(F)F)c1)C2
→ 0% | 8% | x
Cc1ccccc1C(=O)NC(=S)Nc1ccc2[nH]c(=O)[nH]c2c1
→ -17% | -2% | 16%
S=c1[nH]cc(Cc2ccccc2)s1
→ 12% | -10% | -4%
COc1ccccc1N(CC(=O)NCCSc1ccccn1)S(=O)(=O)c1ccccc1
→ u | -1% | -9%
CCN(C(=O)CSc1nnc(COc2cccc(C)c2)o1)c1nc(C)cs1
→ u | -7% | -13%
Cc1cccc(C(C)C)c1NC(=O)CSc1cccc[n+]1[O-]
→ 8% | -3% | 2%
Cc1ccc(-c2cc(C(=O)N3CCN(c4ncccn4)CC3)c3cc(Br)ccc3n2)o1
→ 4.1µM* | 1% | 4%
COc1ccc(Nc2ncc(C(=O)Nc3ccc(F)cc3F)c3ccccc23)cc1
→ 13µM* | -9% | 2%
CC1=C(C(=O)OC(C)(C)C)C(c2ccco2)C(C#N)=C(N)O1 (stereo not given)
→ u | -12% | 0%
Cc1ccc(NC(=O)/C=N/OCC(=O)NCc2ccccc2Cl)cc1
→ u | -18% | -1%
CC1CCc2nn(CC(=O)Nc3c(F)cc(F)cc3Br)cc2C1 (stereo not given)
→ 2% | -3% | 1%
CN(Cc1ccccc1)C(C(=O)NC1CCCCC1)c1ccc(Cl)cc1 (stereo not given)
→ -2% | -1% | 10%
CCN(CC)S(=O)(=O)c1cccc2c(N(C)C)cccc12
→ -113% | -13% | -15%
CCc1ccc(-c2cn3c(n2)sc2cc(C(=O)NCCCc4ccccc4)ccc23)cc1
→ -22% | -4% | -4%
CN(Cc1ccccc1)C(=O)COC(=O)c1cc(=O)[nH]c2ccccc12
→ -20% | 0% | -3%
Cc1noc(C)c1COC(=O)COc1ccc(C#N)cc1
→ 0% | -6% | -6%
COc1ccc(C2(C)NC(=O)N(CC(=O)Nc3ccc(S(=O)(=O)N4CCCC4)cc3)C2=O)cc1 (stereo not given)
→ -8% | -4% | 0%
O=C(Nc1ccc(Cl)cc1C(F)(F)F)C(Sc1nnc(-c2cccs2)o1)c1ccccc1 (stereo not given)
→ u | -15% | -18%
